NS3 helicase inh – HCV NS3 helicase inhibition | NS3 helicase DNA unwinding, Cy5 molecular beacon fluorescence | inhibition, % at 10.9 µM | actives 0.56% (n = 290,000);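 active = inhibition above the mean of all tested compounds plus 3 SD, set per campaign, cut at about 35% in these data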;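 note: 0% = DMSO wells and 100% = thioflavine S control wells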
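Control set: DMSO versus 110 µM thioflavine S; Material: NS3 helicase fragment of HCV; Measured by: Cy5 fluorescence at 0 and 60 min, beacon hairpin quenching; Read-out basis: percent inhibition from t60/t0 fluorescence ratio; Times: reaction time 60 min, 25 °C; Repeats: single replicate; Compound dosing: single dose, 10.9 µM nominal final, DMSO 0.8% final.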
IDE act – activators of human insulin-degrading enzyme in cells; activation, % at 5.96 µM; P14735; actives 0.073% (n = 340,000); HEK cells, FAbeta-B cleavage, fluorescence polarization; 0% vehicle, 100% cell-free pure enzyme wells; AID 493087;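 active = activation above the mean of all tested compounds plus 3 SD, set per screening campaign, cut at about 17% in these data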
PfM18AAP inh – blocks P. falciparum M18 aspartyl aminopeptidase | recombinant PfM18AAP, H-Glu-NHMec fluorogenic cleavage | AID 1822 | actives 1.2% (n = 290,000) | inhibition, % at 7.35 µM;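 active = inhibition above the campaign mean inhibition over all tested compounds plus 3 SD, cut at about 28% in these data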;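 note: 0% = plate median of test compound wells and 100% = 2 mM ZnCl2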
UBC9 SUMO inh – blocks human SUMOylation mediated by UBC9. P63279. HTRF SUMOylation assay, SAE1/SAE2 + UBC9, in vitro. inhibition, % at 35 µM. actives 0.36% (n = 290,000). AID 2006; in the data active = inhibition above about 50%, passing the limit was not always enough; note: strong numbers were not always called active
p-CIP stab down – p/CIP protein destabilization | Q05BA5 | F442A p/CIP-EGFP cells, EGFP fluorescence, 16 h | decrease of EGFP signal, % at 10 µM | actives 0.01% (n = 290,000) | AID 1984;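 active = EGFP signal decrease of at least 30% at 10 µM or well 3 SD below plate mean, unless failing retest; inactive = the rest, including hits failing retest or dose response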; note: some compounds called inactive have numbers as strong as hits; many of its hits are not listed in these tables
Target sequence (Q05BA5 1-1403): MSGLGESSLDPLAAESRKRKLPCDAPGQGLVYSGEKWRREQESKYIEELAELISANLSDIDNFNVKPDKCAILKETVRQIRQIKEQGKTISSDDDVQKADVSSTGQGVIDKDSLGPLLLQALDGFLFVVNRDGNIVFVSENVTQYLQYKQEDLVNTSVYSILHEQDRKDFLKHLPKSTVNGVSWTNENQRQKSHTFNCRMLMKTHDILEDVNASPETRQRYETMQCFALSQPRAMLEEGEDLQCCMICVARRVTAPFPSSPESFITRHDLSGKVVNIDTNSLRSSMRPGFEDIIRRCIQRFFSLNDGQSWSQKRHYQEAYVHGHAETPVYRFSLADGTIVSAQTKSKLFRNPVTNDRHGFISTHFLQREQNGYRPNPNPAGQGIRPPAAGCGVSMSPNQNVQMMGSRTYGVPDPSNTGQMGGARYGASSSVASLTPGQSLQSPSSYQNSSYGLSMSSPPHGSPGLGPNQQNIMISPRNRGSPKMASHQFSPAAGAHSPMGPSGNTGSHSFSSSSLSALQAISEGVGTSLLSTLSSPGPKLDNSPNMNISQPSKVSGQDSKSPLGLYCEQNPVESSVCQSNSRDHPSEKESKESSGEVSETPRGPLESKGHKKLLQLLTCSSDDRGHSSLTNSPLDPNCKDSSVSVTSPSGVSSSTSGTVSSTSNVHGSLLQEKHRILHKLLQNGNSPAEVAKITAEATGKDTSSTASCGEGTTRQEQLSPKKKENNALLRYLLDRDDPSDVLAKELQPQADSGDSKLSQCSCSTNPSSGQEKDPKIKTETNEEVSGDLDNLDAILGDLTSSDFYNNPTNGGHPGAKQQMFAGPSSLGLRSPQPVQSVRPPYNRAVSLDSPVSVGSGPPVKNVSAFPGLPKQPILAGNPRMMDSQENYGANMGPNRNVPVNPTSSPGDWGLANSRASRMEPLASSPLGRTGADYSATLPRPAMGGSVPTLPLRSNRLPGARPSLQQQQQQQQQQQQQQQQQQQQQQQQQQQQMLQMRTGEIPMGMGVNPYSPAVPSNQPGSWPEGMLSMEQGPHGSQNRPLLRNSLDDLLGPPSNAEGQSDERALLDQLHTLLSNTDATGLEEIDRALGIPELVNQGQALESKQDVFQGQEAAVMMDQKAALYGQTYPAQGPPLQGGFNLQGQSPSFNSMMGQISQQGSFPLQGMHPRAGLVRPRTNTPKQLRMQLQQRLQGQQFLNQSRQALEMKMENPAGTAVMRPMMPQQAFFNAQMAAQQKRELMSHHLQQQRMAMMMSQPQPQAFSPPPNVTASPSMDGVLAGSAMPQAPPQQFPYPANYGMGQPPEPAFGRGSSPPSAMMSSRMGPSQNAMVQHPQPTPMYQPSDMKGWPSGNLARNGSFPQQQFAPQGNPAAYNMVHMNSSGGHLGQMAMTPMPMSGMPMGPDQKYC
IDE inh – inhibitors of human insulin-degrading enzyme in cells; actives 0.41% (n = 320,000); HEK cells, FAbetaB cleavage, fluorescence polarization; P14735; inhibition, % at 5.59 µM; AID 434962;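 active = percent inhibition above the average of all tested compounds plus 3 SD, set per screening campaign, cut at about 16% in these data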;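 note: IDE supplied by intact live HEK cells; FP after avidin binding of uncleaved biotin substrate so inhibition keeps polarization high; 0% = DMSO wells and 100% = 60 µM reference IDE inhibitor Ii1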
VIM-2 inh – blocks Pseudomonas aeruginosa VIM-2 metallo-beta-lactamase; purified VIM-2, nitrocefin hydrolysis, epi-absorbance fluorescence; inhibition, % at 5.6 µM; actives 0.89% (n = 290,000); AID 1527;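 active = inhibition above the mean of all tested compounds plus 3 SD, cutoff set per screening run, cut at about 7.5% in these data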;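 note: red hydrolysis product quenches plate fluorescence so inhibitors raise well fluorescence; 0% = enzyme with DMSO and 100% = DMSO without enzyme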
DNA FID counter – fluorescent intercalator displacement, NS3 helicase counter-screen. inhibition, % at 7.9 µM. DNA fluorescent intercalator displacement, fluorescence. actives 0.17% (n = 290,000); in the data active = inhibition above about 37%;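 note: 0% = vehicle and 100% = reference compound; higher means more ethidium bromide displaced from hairpin DNA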
IMP-1 inhibitor – blocks Pseudomonas aeruginosa IMP-1 metallo-beta-lactamase. purified IMP-1, nitrocefin hydrolysis, epi-absorbance fluorescence. inhibition, % at 5.6 µM. actives 0.45% (n = 290,000). AID 1556;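 active = inhibition above the mean plus 3 SD of all compounds in the same screening run, cut at about 4.5% in these data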;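 note: 0% = IMP-1 with DMSO and 100% = DMSO wells lacking enzyme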
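System: purified IMP-1 / Input: IMP-1 dispensed at 0.2 nM / Medium: 50 mM HEPES pH 7.1, 50 µM ZnSO4, 0.05% Brij 35 / Timing: 15 min enzyme–compound preincubation, then 25 min nitrocefin reaction, 25 °C / Technique: plate fluorescence quenching by hydrolysis product, ex 480/em 530 nm / Repeats: singlicate testing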
* hit, by the source's call; nt = no result given.

Compound	NS3 helicase inh	IDE act	PfM18AAP inh	UBC9 SUMO inh	p-CIP stab down	IDE inh	VIM-2 inh	DNA FID counter	IMP-1 inhibitor
Cc1csc2c(NCCCN3CCOCC3)ncnc12	0	-3	0	11	-14	4	-2.7	-2	-4.9
O=C1c2ccccc2C(=O)N1CCSc1ncn[nH]1	1	5	21	10	0	0	-2.1	-2	-2.8
COC(=O)c1sc2cnccc2c1N	10	2	18	32	-4	0	2.2	3	0.6
Cc1cc2oc(C(=O)NCCc3ccc(S(N)(=O)=O)cc3)cc(=O)c2cc1C	-12	4	-5	12	-7	6	-1.1	-15	-2.4
O=C1Nc2ccc(Br)cc2/C1=C/C(=O)c1ccc2c(c1)OCO2	-8	-9	26	0	-2	6	-2.8	7	-4.4
O=C(CCCn1c(=O)[nH]c2ccc(Br)cc2c1=O)NCc1ccc(Cl)cc1	24	6	-2	-2	-11	2	-1.7	4	-1.3
Cn1c(-c2ccccc2)c(C(=O)CCl)c2ccccc21	-7	0	7	4	-8	nt	-0.4	-7	-2.4
O=c1cc(C(F)(F)F)oc2c1ccc1ccccc12	2	4	1	7	-8	5	-1.2	-3	-2.3
CC(NC(=O)Cn1cnc2c1c(=O)n(C)c(=O)n2C)c1ccccc1 (stereo unspecified)	0	1	-5	-3	-3	3	-1.2	0	-0.5
CCN1CCN(C(=O)CCn2c(=O)c3cccn3c3cccnc32)CC1	8	6	5	1	3	-2	17*	-1	-3.1
CC(C)CC(NC(=O)C1CCC(C)CC1)C(=O)Nc1ccccc1F (stereo unspecified)	2	3	-3	2	0	5	-1.0	-33	-3.6
CCCC(c1nnnn1CS(=O)(=O)c1ccc(C)cc1)N1CCN(c2ccccc2)CC1 (stereo unspecified)	-7	-2	10	-14	-2	1	-0.9	-6	-3.4
CCc1ccc(NC(=O)Nc2ccsc2C(=O)OC)cc1	-14	-2	0	-8	2	-3	-1.7	-15	-3.2
COC(=O)c1ccccc1NC(=O)c1cc(-c2ccc(OC)c(OC)c2)on1	0	nt	4	nt	nt	nt	-2.6	-2	2.5
Cc1c(C(=O)NCc2cccnc2)oc2ccc(S(=O)(=O)N3CCCC(C)C3)cc12 (stereo unspecified)	-1	1	4	-14	-5	7	-0.5	-7	-2.8
Cc1ccc(CN2CCN(C(=O)CC(C)C)CC2)cc1	17	6	4	-9	4	4	0.3	-1	0.9
O=C(COC(=O)/C=C/c1ccc(S(=O)(=O)N2CCOCC2)cc1)NCc1ccc(F)cc1	-5	-4	-12	6	-2	6	-0.9	-12	-2.0
CSc1nc(N)c(C(=O)Nc2ccc([N+](=O)[O-])cc2)s1	-11	1	3	20	2	1	-2.1	6	-1.5
COC(=O)c1ccc2nccnc2c1	13	5	-11	8	-15	-1	-0.2	-2	-2.4
Cc1ccc(NC(=S)Nc2ccc(F)cc2)cc1	6	3	-12	16	-14	-2	-1.6	-6	0.6
CC(NC(=O)C12CC3CC(CC(C3)C1)C2)C(=O)NCCN(C)C (stereo unspecified)	-3	-2	7	-30	-2	3	-4.3	-1	-2.5
CCCCOc1ccc(C(C)NC(=O)C2CCCN(S(=O)(=O)CC)C2)cc1 (stereo unspecified)	13	0	-12	-11	-8	3	-3.4	-20	-2.8
Cc1ccc(-c2nc(CS(=O)CC(=O)NC3CCCC3)c(C)o2)cc1 (stereo unspecified)	6	2	-5	8	0	1	-2.1	-31	-4.3
CC(=O)Nc1ccc(N/C=C/C(=O)c2ccc(C)cc2)cc1	14	5	-14	14	-10	1	3.7	-9	-0.5
O=C(CSc1c2c(nc3ccc(Cl)cc13)CCCC2)NCCCN1CCOCC1	-7	-1	-12	1	7	-1	0.6	8	1.1
COc1ccc(N2CCN(C(c3ccc4ncccc4c3)c3nnnn3C(C)(C)C)CC2)cc1 (stereo unspecified)	3	-4	3	2	11	6	-6.2	-22	-4.4
CCOC(=O)C1=C2SCCN2C(=O)C(C#N)C1(C)C (stereo unspecified)	10	6	-9	17	-8	5	-0.4	-1	-1.8
Cn1cccc1C(=O)OCc1csc(-c2ccccc2)n1	3	-3	0	-11	10	2	-1.5	-15	-3.1
C(=N\Nc1nc(N2CCCC2)nc(N2CCCC2)n1)/c1ccccc1OCc1ccccc1	0	1	-9	4	0	10	-0.4	-9	-3.3
CCc1c(C)nc2ccc(Br)cc2c1Cl	-3	-2	-2	-12	-11	0	-5.2	2	-1.4
COc1ccc(/C=C/C(=O)c2ccc(O)cc2)cc1	6	0	3	2	-1	6	-2.1	-5	-0.8
COc1ccc(OC)c(C2=Nn3c(nnc3-c3ccco3)SC2)c1	2	-1	-4	-3	0	3	6.2	-7	-3.0
Cc1ccccc1NC(=O)CC1C(=O)NCCN1C(=O)c1cccc(Cl)c1 (stereo unspecified)	1	-3	0	-5	7	-2	0.9	-11	-0.8
CCN1CN=C(NS(=O)(=O)c2ccc(C)cc2)NC1	4	3	-7	14	0	-4	-3.3	2	-1.7
CCOCC(=O)Nc1ccc(C)c(Cl)c1	3	0	-3	1	1	4	-1.5	0	-1.5
CCNC(=O)/C(C#N)=C/c1c(N2CCCCCC2)nc2c(C)cccn2c1=O	0	3	3	6	-12	-2	-0.3	-39	-1.3
CC(CN1CCCCC1)C(=O)NN (stereo unspecified)	2	0	6	23	-20	2	-6.2	6	-3.6
CCOC(=O)c1csc(NC(=O)Nc2cccc(Cl)c2)n1	-6	5	0	-3	-4	-1	0.2	-5	-3.2
Cc1ccc(NC(=O)/C(C#N)=C/c2ccsc2)c(C)c1	-7	2	4	9	14	-3	-0.1	-5	-4.2
CCOc1ccc(N=Cc2c(O)c3ccccc3oc2=O)cc1	6	4	0	22	-19	11	-2.2	-3	-4.1
CCOc1ccccc1CNS(=O)(=O)c1cnc[nH]1	-1	3	9	-2	1	2	-2.4	-2	-2.2
COCC(=O)N1CCC(Oc2ccc(C(=O)NCCCC3CCCC3)cc2)CC1	2	0	-5	4	-18	nt	-2.5	-61	-5.1
Cc1ccc(NC2=C(CC(=O)O)C(c3ccccc3)N(c3ccc(C)cc3)C2=O)cc1 (stereo unspecified)	21	-2	5	10	8	-6	-1.5	-14	-4.9
Cn1c(CCc2ccc(N)cc2)nc2ccccc21	-14	0	0	3	14	-9	-1.8	-2	-2.7
COc1ccccc1Nc1ccc([N+](=O)[O-])cn1	4	4	-3	16	-12	-6	-0.9	6	3.2
COc1ccc(NC(=O)CSc2nnc(Cc3ccccc3)o2)c(OC)c1	-4	-3	1	3	-9	1	-2.1	-12	-2.8
COC(=O)c1ccc(N=NNc2ccccc2)cc1	5	0	6	18	2	2	-3.4	-3	-4.7
Cc1ccc2c(c1)C1(OCCO1)C(=O)N2	8	5	-6	-5	-4	8	-4.7	0	-0.7

For reference, some entries already given:
Compound	NS3 helicase inh	IDE act	PfM18AAP inh	UBC9 SUMO inh	p-CIP stab down	IDE inh	VIM-2 inh	DNA FID counter	IMP-1 inhibitor
Cc1csc2c(NCCCN3CCOCC3)ncnc12	0	-3	0	11	-14	4	-2.7	-2	-4.9
O=C1c2ccccc2C(=O)N1CCSc1ncn[nH]1	1	5	21	10	0	0	-2.1	-2	-2.8

Next structures follow:
Compound	NS3 helicase inh	IDE act	PfM18AAP inh	UBC9 SUMO inh	p-CIP stab down	IDE inh	VIM-2 inh	DNA FID counter	IMP-1 inhibitor
CC(C)N(c1ccccc1)c1ncnc(NCCC(=O)O)c1[N+](=O)[O-]	1	-5	-1	-2	-5	-3	-1.0	-18	-2.9
CCCn1c(=N)c(C#N)cc2c(=O)n3cccc(C)c3nc21	-5	nt	-1	10	-7	2	-1.8	6	-2.5
O=C(C1CCN(S(=O)(=O)c2cccc3cccnc23)CC1)N1CCN(c2ccccc2)CC1	-1	-5	2	3	-14	0	0.8	-33	-1.1
CCn1c(C)cc(/C=C2/SC(=O)N(CC(=O)N3CCCC3)C2=O)c1C	10	0	-1	-7	2	1	-1.4	-25	-2.7
CCCCNC(=S)NNC(=O)c1nn(C)cc1Cl	6	3	9	-31	6	2	-3.6	-6	-1.6
Cc1cc(=O)[nH]c(SCC(=O)Nc2nc(-c3ccccc3)cs2)n1	14	1	3	19	0	2	-2.1	-8	-3.5
CS(=O)(=O)N1CCCC(C(=O)Nc2c(F)cccc2F)C1 (stereo unspecified)	3	3	-4	13	1	-9	-0.9	-1	-1.6
Cc1csc(CN(C)C(=O)CC2C(=O)NCCN2Cc2ccc(Cl)c(F)c2)n1 (stereo unspecified)	4	0	18	8	-7	1	-5.9	-30	-1.7
c1ccc(-c2nnc3sc(-c4ccncc4)nn23)cc1	-7	3	3	18	-5	0	9.0*	-2	-2.8
Cc1ccc(S(=O)(=O)N2CC(C(=O)O)Oc3ccccc32)cc1 (stereo unspecified)	24	3	7	2	-1	-1	-4.0	-16	-0.9
O=C(COc1ccc(S(=O)(=O)N2CCOCC2)cc1Cl)NCc1ccccn1	-5	0	-6	-2	5	6	-2.7	-13	-3.5
COC(=O)c1cc(S(=O)(=O)N2CCCCCC2)c[nH]1	2	10	-4	-8	5	-1	-3.9	-15	-0.4
CC1CCCN(S(=O)(=O)c2csc(C(N)=O)c2)C1 (stereo unspecified)	0	0	2	2	3	4	-0.9	-9	0.1
COc1cc(/C=C/C(=O)C2C(=O)C=C(C)OC2=O)cc(OC)c1O (stereo unspecified)	6	-12	31*	3	-21	24*	-2.8	-16	-2.1
O=C(O)C1C2CCCCC2=C2CCCCC2C1C(=O)c1ccccc1 (stereo unspecified)	-3	5	-2	24	-4	-2	6.2	-19	0.6
Cc1cc2ccccc2c(=O)[nH]1	-4	0	-6	4	-3	-4	-2.3	-7	-1.9
O=C1/C(=C\c2ccc(Br)o2)SC(=Nc2ccccc2)N1c1ccccc1	21	3	5	29	-18	0	-2.4	-6	-0.1
Cc1cc(S(=O)(=O)NCC(=O)O)ccc1F	4	0	-9	-9	-6	1	-2.2	10	-3.2
COc1ccc(S(=O)(=O)N2CCC(C(=O)N3CCc4ccccc4C3)CC2)cc1	-4	-3	-3	-4	1	4	-3.4	-40	-0.8
O=C(C1CCN(C2CCN(Cc3ccsc3)CC2)CC1)N1CCOCC1	9	-2	6	-2	-3	0	-1.4	1	-1.4
Cc1ccc(C2CC(c3ccccc3)=NN2C(=O)CSc2nnc(-c3ccncc3)n2C)o1 (stereo unspecified)	8	0	-90	17	-15	2	-2.8	-21	-4.2
CCCCOc1ccc(OC(=O)Nc2cc(Cl)ccc2OC)cc1	-4	1	-9	16	-2	-1	-1.8	-5	-1.7
COc1cc([N+](=O)[O-])ccc1NC(=O)NNC(=O)CCc1ccccc1	5	1	0	-3	-3	3	-3.6	4	-1.4
